From PubChem BioAssay
POLH inh: inhibitors of human DNA polymerase eta. 390,000 tested, 1.2% active. recombinant Pol eta, fluorescent DNA replication assay. Potency, µM (series often up to 114 µM), for the others: at the top dose activity change, negative = inhibition, actives largely listed as inhibitors. Q9Y253; also: potency is read from the fitted curve at half-maximal effect; % is scaled to controls: 0 for no effect and ±100 for the full control effect
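Pol eta at 10 nM preincubated with compounds 15 min at room temperature; reaction started with fluorescent substrate (50 nM final) and read kinetically at 0 and 10 min.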
BAZ2B inh: blocks human BAZ2B; Q9UIF8; AlphaScreen BAZ2B-H3K14Ac peptide displacement; Potency, µM (titrated, usually from 114 µM), for inactives: at the top dose activity change, negative = inhibition, most hits filed as inhibitors; 360,000 tested, 4.4% active; also: potency is read from the fitted curve at half-maximal effect; % is scaled to controls: 0 for no effect and ±100 for the full control effect; nearly all actives have a fitted effect of over 60% in size
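AlphaScreen luminescence quantifies BAZ2B engagement of H3K14Ac peptide; the protein and biotinylated peptide are both at 50 nM final, buffer PBS pH 7.4 with 0.01% Tween-20, all steps at room temperature.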
JMJD2A Tudor inh: inhibitors of human JMJD2A Tudor domain | AID 504339 | O75164 | 390,000 tested, 4.4% active | Potency, µM (top dose mostly 114 µM), without a hit: top-dose activity change, negative = inhibition, actives largely listed as inhibitors | AlphaScreen JMJD2A-Tudor / H3K4me3 peptide binding; also: potency is read from the fitted curve at half-maximal effect; % is scaled to controls: 0 for no effect and ±100 for the full control effect; nearly all actives have a fitted effect of over 50% in size
GLS inhibitor: blocks human kidney-isoform glutaminase activity; O94925; GLS enzymatic activity, qHTS titration; Potency, µM (top dose mostly 45.5 µM), inactives show at the top dose activity change, negative = inhibition, most hits filed as inhibitors; 410,000 tested, 0.21% active; AID 624170; also: potency is read from the fitted curve at half-maximal effect; % is scaled to controls: 0 for no effect and ±100 for the full control effect
Target sequence (O94925 whole entry, looked up, canonical isoform): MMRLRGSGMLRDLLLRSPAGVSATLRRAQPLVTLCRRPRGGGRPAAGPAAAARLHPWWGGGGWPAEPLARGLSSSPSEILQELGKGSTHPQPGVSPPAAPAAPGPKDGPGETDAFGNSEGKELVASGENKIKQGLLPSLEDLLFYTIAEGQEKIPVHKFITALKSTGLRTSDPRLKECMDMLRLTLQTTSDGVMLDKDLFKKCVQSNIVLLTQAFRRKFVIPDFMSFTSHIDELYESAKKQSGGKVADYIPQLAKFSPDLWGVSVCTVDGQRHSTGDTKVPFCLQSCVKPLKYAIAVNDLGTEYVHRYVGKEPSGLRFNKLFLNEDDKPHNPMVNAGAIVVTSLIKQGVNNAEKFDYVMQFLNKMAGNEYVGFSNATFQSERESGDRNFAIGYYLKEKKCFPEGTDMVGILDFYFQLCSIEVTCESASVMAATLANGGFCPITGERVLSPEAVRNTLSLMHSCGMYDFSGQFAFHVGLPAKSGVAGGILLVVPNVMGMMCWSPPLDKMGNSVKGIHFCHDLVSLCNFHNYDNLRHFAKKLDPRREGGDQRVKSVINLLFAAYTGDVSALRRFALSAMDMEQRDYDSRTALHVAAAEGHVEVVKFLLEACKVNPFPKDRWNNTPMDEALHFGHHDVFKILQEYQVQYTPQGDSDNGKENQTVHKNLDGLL
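Two-point fluorescence kinetic (t0, 30 min RT) for hKGA; glutamate detected via glutamate oxidase–HRP–Amplex Red. Substrate: 1 mM L-glutamine solution; buffer 45 mM KH2PO4, pH 8.2.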
HP1b chromo inh: blocks HP1-beta chromodomain binding to methylated histone tails; AlphaScreen HP1-beta / biotin-H3K9me3 peptide binding; 390,000 tested, 0.56% active; Potency, µM (doses to about 114 µM), inactives show top-dose activity change, negative = inhibition, most hits filed as inhibitors; also: potency is read from the fitted curve at half-maximal effect; nearly all actives have a fitted effect of over 70% in size; inactives centre near 23
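Compound inhibition of the preformed complex between 50 nM HP1-beta and 50 nM biotinylated H3K9me3 peptide was read by AlphaScreen. Buffer was PBS pH 7.4 with 0.01% Tween-20. Incubations ran 30 min at room temperature, with 10 ug/mL donor/acceptor beads.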
G9a inh: inhibitors of human histone lysine methyltransferase G9a; Potency, µM (series often up to 102 µM), inactives show top-dose activity, negative = inhibition, actives largely listed as inhibitors; Q96KQ7; G9a H3K9 monomethylation, AlphaScreen, 2 h; 350,000 tested, 8.8% active; also: potency is read from the fitted curve at half-maximal effect; % is scaled to controls: 0 for no effect and ±100 for the full control effect; nearly all actives have a fitted effect of over 75% in size
Target sequence (Q96KQ7 913-1193 limits assumed): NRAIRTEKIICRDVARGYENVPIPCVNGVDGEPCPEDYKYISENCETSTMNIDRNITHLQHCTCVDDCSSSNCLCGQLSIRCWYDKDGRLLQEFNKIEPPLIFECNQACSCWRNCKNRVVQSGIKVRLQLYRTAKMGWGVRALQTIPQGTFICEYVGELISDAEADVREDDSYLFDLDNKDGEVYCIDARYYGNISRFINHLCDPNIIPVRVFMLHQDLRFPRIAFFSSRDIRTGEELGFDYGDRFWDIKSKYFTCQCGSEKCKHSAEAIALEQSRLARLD
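Chemiluminescent proximity detection of H3K9 monomethylation, read after 10 min bead incubation in the dark. Reaction: 20 nM G9a, 500 nM biotin-H3K9 peptide, 20 uM SAM cofactor, 2 h, room temperature, following 15 min enzyme-compound preincubation.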
Pin1 inhibitor: inhibitors of human Pin1. AID 504891. Potency, µM (titrated, usually from 115 µM), for the others: at the highest dose activity, negative = inhibition, hits mostly inhibitors. Pin1 FP peptide displacement, HiFluor488, 10 min. Q13526. 390,000 tested, 0.009% active; active = well fitted inhibition curve with a large enough effect in the polarisation, with a control signal flat, not every such curve was filed as active; inconclusive = small, poorly fitted or top-dose-only effect, or effect the other way, or a change in a side signal; inactive = no such curve, though single readings can be large or run the other way; the % refers to the polarisation; also: potency is read from the fitted curve at half-maximal effect; % is scaled to controls: 0 for no effect and ±100 for the full control effect
Target sequence (Q13526 whole entry, looked up): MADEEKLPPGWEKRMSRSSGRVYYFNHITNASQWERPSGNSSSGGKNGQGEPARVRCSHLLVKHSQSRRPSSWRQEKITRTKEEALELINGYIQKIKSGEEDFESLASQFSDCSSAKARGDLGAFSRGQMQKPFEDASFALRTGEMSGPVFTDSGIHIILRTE
PGK inhibitor: inhibitors of T. brucei phosphoglycerate kinase; PGK/GAPDH coupled, Kinase-Glo luminescence, 60 min; AID 602233; Potency, µM (series often up to 57.5 µM), for inactives: at the top dose activity change, negative = inhibition, hits mostly inhibitors; 380,000 tested, 0.043% active; also: potency is read from the fitted curve at half-maximal effect; % is scaled to controls: 0 for no effect and ±100 for the full control effect; nearly all actives have a fitted effect of over 60% in size
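Luminescent ATP detection (Kinase-Glo Plus) follows a 60-minute room-temperature incubation, with wells lacking PGK as controls. Buffer: 100 mM TEA (pH 7.6), 5 mM MgCl2, 0.01% Tween-20. Coupling enzyme GAPDH (100 nM final) supplies unstable 1,3-BPG in-well.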
PI4K2A inh: blocks human PI4K2A kinase activity | purified PI4K2A, ADP-Glo luminescence, 1 h; stronger effect = lower value | activity change, negative = inhibition, % at 76.9 µM | 420,000 tested, 0.13% active | Q9BTU6; in the data active = activity change below about -50%; inconclusive = mostly about -30% to -49%;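 also: -100% = wells without enzyme as full effect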
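PI4K2A activity was measured by ADP-Glo luminescence: enzyme (4 ug/mL stock) and phosphatidylinositol (1.2 mM stock) in Tris pH 7.5/MgCl2/EGTA/Triton X-100 buffer were reacted with ATP (300 microM stock) for one hour at ambient temperature.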
An asterisk follows results filed as active; i = inactive; ? = inconclusive; · = not tested or not shown; ! = not active in a repeat; [ ] = dose if it differs, or a comment. Unless noted, calls follow the shape of the dose curve; as a rule, active = well fitted curve in the direction sought with a large enough effect; inconclusive = small, poorly fitted or top-dose-only effect, or another doubt; inactive = no such curve, though single readings can be large; an effect the other way counts as inactive or inconclusive.

# | GLS inhibitor | PGK inhibitor | PI4K2A inh | Pin1 inhibitor | BAZ2B inh | POLH inh | HP1b chromo inh | JMJD2A Tudor inh | G9a inh | SMILES
1 | -1% | -13% | 0 | -1% | -3% | 2% | 55%[activator] | -20% | 9% | Cc1ccc(N2C(=O)Nc3ccc(Br)cc3C2(O)C(=O)NCCN(C)C)cc1C (stereo not given)
2 | 6% | i | -2 | 33%[activator] | ? | -12% | 24% | -35% | 18µM* | O=S(=O)(c1ccc2ccccc2c1)n1nc(-c2ccco2)nc1NCc1ccc(F)cc1
3 | 3% | -3% | 1 | 1% | 1% | -9% | 29% | -8% | ? | CCc1c(C)nc2c(-c3ccccc3)c[nH]n2c1=O
4 | 2% | -1% | 3 | · | · | 1% | · | · | · | COc1ccc(-n2nc3c(c2NC(=O)c2ccccc2)CS(=O)(=O)C3)cc1
5 | 8% | -9% | -2 | 0% | 5% | 2% | 5% | -13% | ? | O=C(O)c1cc(S(=O)(=O)N2CCCCCC2)c(Cl)cc1Cl
6 | 0% | -8% | -5 | 6% | -2% | -13% | 26%[57 µM] | -6% | 0%[59 µM] | CN(C)C(=S)Nn1c(-c2ccccc2)nc2ccccc2c1=O
7 | 2% | 2% | -4 | 6% | 3% | 10% | 18% | -3% | 14%[59 µM] | CCS(=O)(=O)N1CCN(C(=O)c2ccco2)CC1
8 | ? | -6% | -18 | 0% | -7% | 0% | 28% | -7% | -6% | CCCn1c(CN2CCN(C(=O)OCC)CC2)nc2cc(NC(=O)CC)ccc21
9 | 0% | 8% | 1 | -5% | -9% | -20% | 26% | -23% | 5% | Cc1ccc2oc(=O)c3cc(C(=O)NCCCN4CC(C)CC(C)C4)sc3c2c1 (stereo not given)
10 | 4% | -1% | 9 | -58% | -15% | -1% | -14% | -22% | 13%[59 µM] | O=C(Nc1cnn(Cc2ccc(F)cc2)c1)c1cc(-c2ccco2)on1
11 | -8% | -2% | 5 | 8% | ? | -10% | ? | -31% | 40µM* | CCc1cc[n+](/C(C(=S)Nc2cccc(C)c2)=C(/[O-])c2ccc(C)c([N+](=O)[O-])c2)cc1
12 | -2% | 3% | -1 | 2% | -5% | -1% | 46%[activator] | -6% | 27% | O=C(C[C@H]1C(=O)N(c2ccc(F)c(F)c2)C[C@@H]1Cc1ccccc1)Nc1ccccc1
13 | 15% | -6% | 6 | -5% | -4% | -6% | 5% | ? | ? | Cn1ccnc1SCc1cn2ccccc2n1
14 | -13% | -5% | 2 | 1% | -4% | -15% | 48%[activator] | -22% | · | CCOC(=O)N1CCC(NC(=O)CS(=O)Cc2nc(-c3ccccc3C)oc2C)CC1 (stereo not given)
15 | -3% | i | 1 | -3% | -1% | -11% | 28% | 4% | -15%[12.7 µM] | CC(C)(C)C(=O)Cn1ncc(NC2CC2)c(Br)c1=O
16 | -17% | i | 2 | -1% | -1% | -16% | -1% | 5% | 21%[59 µM] | Cc1ccc(-n2nc(C)c3c(C)cc(=O)n(CC(=O)NC(C)C)c32)cc1
17 | ? | i | 1 | 6% | 5% | -8% | ? | -23%[11.4 µM] | ? | O=C(Nc1nnc(COc2ccc(Cl)cc2)s1)c1cccs1
18 | 38%[activator] | -9% | 2 | ? | -29% | -4% | 14% | -31% | ? | COc1cc(C)c(C(=O)Oc2cc(C)c(C(=O)O)c(O)c2C)c(OC)c1C
19 | 16% | -10% | -7 | ? | 13% | -19% | 8% | -12% | -3% | CCOC(=O)C(C)/C(C)=N/NC(=O)c1cc2ccccc2cc1O (stereo not given)
20 | 6% | 6% | 0 | 1% | -11% | 5% | 27% | -5% | 2% | O=C(Cc1ccccc1Cl)N1CCOCC1

A second format for 7 compounds above:
[14] CCOC(=O)N1CCC(NC(=O)CS(=O)Cc2nc(-c3ccccc3C)oc2C)CC1 (stereo not given)
[15] CC(C)(C)C(=O)Cn1ncc(NC2CC2)c(Br)c1=O
[16] Cc1ccc(-n2nc(C)c3c(C)cc(=O)n(CC(=O)NC(C)C)c32)cc1
[17] O=C(Nc1nnc(COc2ccc(Cl)cc2)s1)c1cccs1
[18] COc1cc(C)c(C(=O)Oc2cc(C)c(C(=O)O)c(O)c2C)c(OC)c1C
[19] CCOC(=O)C(C)/C(C)=N/NC(=O)c1cc2ccccc2cc1O (stereo not given)
[20] O=C(Cc1ccccc1Cl)N1CCOCC1

assay / compound	14	15	16	17	18	19	20
GLS inhibitor	-13%	-3%	-17%	?	38%[activator]	16%	6%
PGK inhibitor	-5%	i	i	i	-9%	-10%	6%
PI4K2A inh	2	1	2	1	2	-7	0
Pin1 inhibitor	1%	-3%	-1%	6%	?	?	1%
BAZ2B inh	-4%	-1%	-1%	5%	-29%	13%	-11%
POLH inh	-15%	-11%	-16%	-8%	-4%	-19%	5%
HP1b chromo inh	48%[activator]	28%	-1%	?	14%	8%	27%
JMJD2A Tudor inh	-22%	4%	5%	-23%[11.4 µM]	-31%	-12%	-5%
G9a inh	·	-15%[12.7 µM]	21%[59 µM]	?	?	-3%	2%

Carrying on:
# | GLS inhibitor | PGK inhibitor | PI4K2A inh | Pin1 inhibitor | BAZ2B inh | POLH inh | HP1b chromo inh | JMJD2A Tudor inh | G9a inh | SMILES
21 | 0% | -14% | -2 | · | · | ? | · | · | · | Cc1nc(Cc2nnc(SCC(=O)N3c4ccccc4NC(=O)C3(C)C)o2)cs1
22 | 0% | -3% | -4 | 5% | -34% | -18% | 8% | -33% | 45µM* | CC1CC(N(C(=O)c2ccc(Cl)cc2)c2ccccc2)c2ccccc2N1C(=O)c1ccco1 (stereo not given)
23 | 4% | -5% | 0 | -10% | 6%[57.1 µM] | 1% | 40%[activator] | 5%[57.1 µM] | 0% | CCc1ccc(N2CC(C(=O)NC3=NCCS3)CC2=O)cc1 (stereo not given)
24 | 0% | -1% | -1 | 1% | -4%[57.1 µM] | -25% | 11% | -25% | -51% | CCCCCCCNC(=O)C1(CC2CC(c3ccc(Cl)cc3)=NO2)CCN(C(=O)c2ccccc2)CC1 (stereo not given)
25 | 38%[activator] | 4% | -10 | -16% | -2% | 6% | -18% | -8%[11.4 µM] | -14%[59 µM] | CCCCn1cnc2c1c(=O)[nH]c(=O)n2CCCC
26 | 6% | 9% | 7 | 3% | 8% | -3% | 33%[activator] | -22% | -11%[0.501 µM] | CCOC(=O)c1c(-c2ccccc2)oc2ccc(OCC(=O)NN)cc12
27 | -4% | -12% | 4 | 1% | -2% | -12% | 20% | -14% | 4% | CCC(C(=O)NC(C)(C)C)N(C(=O)Cn1nnc(-c2ccccc2F)n1)c1cnc2ccccc2c1 (stereo not given)
28 | 6% | 1% | -6 | 4% | -11% | -1% | 35% | -4% | ? | COc1ccc2[nH]c(C(=O)Nc3ccccc3Cl)cc2c1
29 | 2% | i | -2 | 4% | 1% | -4% | 14% | -18% | · | CCCCn1c(Nc2ccc(OC)cc2)nc2ccccc21
30 | -14% | -6% | 0 | -2% | · | 11% | 30% | -7% | 22%[59 µM] | CC12COC3(C(=O)Nc4cccnc4)CC1CCC32C (stereo not given)
31 | 4% | -6% | -5 | 14% | -4% | -13% | 29% | 6% | 8% | CCOC(=O)N1CCN(C(=O)c2cc3cc(Cl)ccc3[nH]2)CC1
32 | 1% | i | 11 | -2% | -24% | -28% | 47%[activator] | -22% | -7%[59 µM] | CCCN1C(C(=O)c2ccccc2)=C(OC(=O)C(C)(C)C)c2ccccc2S1(=O)=O
33 | 0% | -1% | -1 | 5% | 9% | -13% | 55%[activator] | 5% | 12% | Cc1nc(Cl)sc1C(=O)Nc1ccc(Cl)cc1
34 | -5% | -7% | 4 | -7% | -2% | -13% | 30% | -5% | · | COc1ccc(C(=O)COc2nc(C)cc(C)c2C#N)cc1
35 | 12% | -8% | -1 | 4% | -24% | -18% | 36% | -20% | ? | CCCC(O)(c1ccc(OC)cc1)C(CN1CCOCC1)c1ccc(Cl)cc1 (stereo not given)
36 | 16% | 15% | 2 | ? | -5% | -11% | -5% | ? | -20% | COc1ccc2c(Cl)c(C(=O)N/N=C/c3c(C)[nH]c4ccccc34)sc2c1
37 | 0% | -1% | 0 | ? | · | -20% | -3% | ? | · | C=CCC[C@H](Cc1ccc(F)cc1)C(=O)OC[C@H](Cc1c[nH]c2ccccc12)NC(=O)[C@@H](CC=C)CC(=O)N(CCO)Cc1ccccc1
38 | 0% | 0% | -17 | ? | -12% | -1% | -12% | -11% | -12% | Cc1ccccc1C(=O)Nc1ccccc1C(=O)N1CCC(C)CC1
39 | -2% | -1% | -1 | -5% | 0% | 8% | 20% | 0% | ? | O=C(C(Cl)c1ccccc1)N1CCCC1 (stereo not given)
40 | 35%[activator] | 1% | 1 | 0% | -2% | -10% | 6% | -16% | 7%[59 µM] | CCN(CC)Cc1c(O)ccc2occ(C(=O)c3ccc(OC)cc3)c12
41 | 6% | -1% | 0 | 0% | · | 5% | 13% | -12% | · | CC(OC(=O)CC1Sc2ccccc2NC1=O)C(=O)N(C)Cc1ccccc1 (stereo not given)
42 | 16% | -7% | -2 | 1% | 10% | 0% | 25% | 2%[57.1 µM] | ? | O=C(Nc1nncs1)c1ccc(Br)c(S(=O)(=O)N2CCCC2)c1
43 | 35µM*! | -2% | 0 | ? | ? | -4% | -13% | ? | 10%[2.33 µM] | COc1cc(/C=C/C(=O)/C=C(O)/C=C/c2ccc(O)c(OC)c2)ccc1O
44 | -3% | -7% | 1 | -1% | -5% | -19% | 31% | -14% | 2% | CC(C)CCN1CCC(n2nccc2NC(=O)c2ccc3c(c2)OCO3)CC1
45 | 20% | i | 5 | 0% | 4% | -11% | 28% | -4% | ? | COc1cc(/C=N/N2C(=O)C3C4C=CC(CC4)C3C2=O)ccc1O (stereo not given)

Not all compounds are listed, so the mix of outcomes need not match the whole.
